Source: PubChem BioAssay
CBFb-RUNX1 inh: qHTS Assay for Compounds Blocking the Interaction Between CBF-beta and RUNX1 for the Treatment of Acute Myeloid Leukemia. Runt-related transcription factor 1 (Homo sapiens) + Core-binding factor subunit beta …. Potency, µM (top dose mostly 59.8 µM), without a hit: at the highest dose activity, negative = inhibition, hits mostly inhibitors. 230,000 tested, under 10 active. AlphaScreen CBFb-His/RUNX1-biotin binding, biochemical; note: % of control where 0% means no effect
Target sequence (Q01196 whole entry, looked up): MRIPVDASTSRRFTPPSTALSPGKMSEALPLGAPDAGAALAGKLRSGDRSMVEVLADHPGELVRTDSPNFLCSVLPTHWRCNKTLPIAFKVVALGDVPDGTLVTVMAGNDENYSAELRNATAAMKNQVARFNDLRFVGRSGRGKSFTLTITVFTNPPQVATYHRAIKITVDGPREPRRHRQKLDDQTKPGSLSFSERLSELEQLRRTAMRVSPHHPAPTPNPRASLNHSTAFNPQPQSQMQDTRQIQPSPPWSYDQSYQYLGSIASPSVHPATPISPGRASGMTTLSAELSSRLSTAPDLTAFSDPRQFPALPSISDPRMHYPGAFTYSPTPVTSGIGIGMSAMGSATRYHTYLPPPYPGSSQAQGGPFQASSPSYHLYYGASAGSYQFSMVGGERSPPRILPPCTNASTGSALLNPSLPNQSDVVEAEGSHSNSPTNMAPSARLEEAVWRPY
Target sequence (Q13951 whole entry, looked up): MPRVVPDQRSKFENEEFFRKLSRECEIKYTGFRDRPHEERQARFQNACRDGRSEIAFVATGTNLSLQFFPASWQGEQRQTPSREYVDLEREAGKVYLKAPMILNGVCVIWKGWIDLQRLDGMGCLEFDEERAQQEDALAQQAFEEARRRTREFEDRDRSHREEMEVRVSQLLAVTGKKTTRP
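CBF-beta (His) and RUNX1 (biotin), 30 nM each; 20 min preassociation; + compound, 15 min; + beads 50 ng each (Ni, streptavidin), 90 min; RT; AlphaScreen read.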
Luc counter: Counterscreen for Luciferase (Kinase-Glo TM) Inhibition | Luciferin 4-monooxygenase (Photuris pensylvanica), Q27757 | AID 1379, 2008 | Kinase-Glo luciferase, ATP luminescence, 8 min | Potency, µM (doses to about 38.3 µM), inactives show at the top dose activity change, negative = inhibition, hits mostly inhibitors | 0.28% of 200,000 active; note: potency is the fitted concentration of half-maximal effect; % is set by controls: 0 for no effect and ±100 for the full control effect; nearly all actives have a fitted effect of over 60% in size
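Inhibition of Kinase-Glo luciferase light generation was assessed at 10 uM ATP in pH 7.2 imidazole buffer, with luminescence measured after eight minutes at ambient temperature.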
Epigenetic derep: Quantitative High-Throughput Screen for Regulators of Epigenetic Control; 0.2% of 280,000 active; AID 1865, 2009; Potency, µM (series often up to 53.9 µM), for the others: top-dose GFP activation, actives largely listed as activators; murine LDR cells, GFP reporter derepression, 30 h; note: potency is the fitted concentration of half-maximal effect; % of control where 0% means no effect; nearly all actives have a fitted effect of over 60% in size
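Readout is the number of GFP-expressing murine LDR cells, counted by cytometry following washing. Cells were treated with compound for 30 h at 37 C; the stably integrated CMV-GFP locus is normally silent.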
Lamin A splicing: qHTS Assay for Modulators of Lamin A Splicing. Potency, µM (titrated, usually from 46.1 µM), without a hit: top-dose ratio change, negative = inhibition, actives largely listed as inhibitors. 0.01% of 200,000 active. HeLa LMNA splicing GFP/RFP minigene ratio, 48 h. AID 1487, 2009; active = well fitted inhibition curve with a large enough effect in the signal ratio, with a control signal flat, not every such curve was filed as active; inconclusive = small, poorly fitted or top-dose-only effect, or effect the other way, or a change in a side signal; the % refers to the signal ratio; note: potency is the fitted concentration of half-maximal effect; % is set by controls: 0 for no effect and ±100 for the full control effect
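S3 HeLa cells stably expressing lamin A-EGFP splicing minigene plus DsRed2, 600 cells/well, 48 h compound exposure at 37C. Laser-scanning cytometry; analysed as GFP (500-530 nm)/RFP (575-640 nm) total intensity ratio; 0.5% DMSO vehicle.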
aGal spleen mod: qHTS Assay for Inhibitors and Activators of Human alpha-Galactosidase From Spleen Homogenate; Alpha-galactosidase A (Homo sapiens), P06280; human spleen homogenate, 4MU-alpha-Gal fluorescence, 40 min; Potency, µM (doses to about 80 µM), for the others: at the highest dose activity change, negative = inhibition, actives largely listed as inhibitors; 0.008% of 240,000 active;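 note: potency is the fitted concentration of half-maximal effect; 0% = enzyme with vehicle and -100% = no enzyme basal signal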
Target sequence (P06280 32-429 limits assumed): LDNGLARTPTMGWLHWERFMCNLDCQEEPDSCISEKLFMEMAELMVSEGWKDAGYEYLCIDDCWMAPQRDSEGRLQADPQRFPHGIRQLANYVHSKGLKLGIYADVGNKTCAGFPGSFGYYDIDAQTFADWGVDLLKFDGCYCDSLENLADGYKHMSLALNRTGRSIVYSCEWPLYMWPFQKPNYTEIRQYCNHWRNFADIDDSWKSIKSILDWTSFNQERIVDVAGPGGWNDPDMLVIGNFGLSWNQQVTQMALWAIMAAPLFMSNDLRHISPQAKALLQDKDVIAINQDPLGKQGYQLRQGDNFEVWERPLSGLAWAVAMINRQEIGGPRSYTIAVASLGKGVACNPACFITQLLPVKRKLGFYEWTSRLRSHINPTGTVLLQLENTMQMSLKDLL
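Human spleen homogenate (1 ug) as enzyme source, 4-methylumbelliferyl-alpha-D-galactopyranoside 1 mM final, citrate/phosphate pH 5.0 with 0.01% Tween-20. Compounds 40 min at 37C, NaOH/glycine stop; fluorescence Ex 365/Em 440, Hill-fit AC50.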
NPSR antagonist: qHTS Assay for Antagonists of the Neuropeptide S Receptor: cAMP Signal Transduction. Q6W5P4. CHO-NPSR cells, cAMP TR-FRET, antagonist mode. Potency, µM (top dose mostly 38.3 µM), inactives show top-dose activity change, negative = inhibition, usual class: inhibitors. 1% of 220,000 active. AID 1461, 2008; note: potency is the fitted concentration of half-maximal effect; % is set by controls: 0 for no effect and ±100 for the full control effect; nearly all actives have a fitted effect of over 50% in size; many of its hits are not listed in these tables
IMPase Li inh: qHTS Assay for Identifying the Cell-Membrane Permeable IMPase Inhibitors: Potentiation with Lithium | AID 1457, 2008 | CHO-M1 cells, IP1 TR-FRET (IP-One), carbachol + lithium | Potency, µM (titrated, usually from 59.4 µM), inactives show top-dose activity, negative = IMPase inhibition, hits mostly inhibitors | 0.35% of 210,000 active;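 note: IP1 builds up when IMPase is blocked and the TR-FRET signal falls; potency is the fitted concentration of half-maximal effect; plate controls were basal vehicle for no effect and high inhibitor control for full effect; nearly all actives have a fitted effect of over 50% in size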
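Test compounds were applied to CHO-M1 cells previously cultured for 16–30 h at 2000 per well. A small lithium amount accompanied them; after 30 min at 37C, IP1 was quantified by TR-FRET.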
Starred values were filed as active, the others as inactive; ? = inconclusive; · = no result given; & = joins results of further samples; [ ] = another dose, or the depositor's remark. Unless noted, calls come from the whole dose curve; as a rule, active = well fitted curve in the direction sought with a large enough effect; inconclusive = small, poorly fitted or top-dose-only effect, or another doubt; inactive = no such curve, though single readings can be large; an effect the other way counts as inactive or inconclusive. A portion of the library, so the mix of outcomes need not match the whole.

Second line of a record – CBFb-RUNX1 inh, Luc counter, Epigenetic derep, Lamin A splicing, aGal spleen mod, NPSR antagonist, IMPase Li inh
> CC1Cc2ccccc2N1C(=O)CSc1nnc(NC(=O)Cc2cccs2)s1 (centres undefined)
 : -5.1%, 2.0%, 1.0%, -2.0%, 4.0%, 12.6µM*, 25.2%[38.3 µM]
> CC1CCCN(S(=O)(=O)c2ccc3c(c2)CCN3C(=O)C2CCC2)C1 (centres undefined)
 : 3.9%, 3.2%, -0.2%, 4.9%, -12.8%, -18.4%[46.1 µM], 11.6%[38.3 µM]
> CCOC(=O)CCP(=O)(O)C(C)(O)c1ccccc1 (centres undefined)
 : 1.5%, -3.1%, 1.8%, -5.0%, 2.2%, -3.3%[46.1 µM], 19.8%[38.3 µM]
> Cc1ccc(NC(=O)COC(=O)CCc2ccc(S(=O)(=O)N3CCOCC3)cc2)cc1C
 : 5.9%, 3.3%, 5.2%, 5.6%[46 µM], -7.8%, 7.1%, 11.4%
> Cc1ccc(NC(=O)/C(C#N)=C/c2ccc(Sc3nc(C)cc(C)n3)o2)cc1
 : -0.9%, -0.7%, 6.0%, -0.8%, -2.6%, -13.3%[46.1 µM], 27.3%[38.3 µM]
> COc1ccc(NC(=O)C2CCCN(S(=O)(=O)c3cccnc3)C2)c(OC)c1 (centres undefined)
 : 2.5%, -5.0%, 3.6%, -7.4%, 10.0%, -12.0%[46.1 µM], -17.9%[38.3 µM]
> Cc1nc(CN2CCN(C(=O)c3ccc(C(C)(C)C)cc3)CC2)cs1
 : -14.9%, -0.6%, -5.5%, -10.6%, 0.6%, -20.5%[46.1 µM], -12.2%[38.3 µM]
> O=C(CN1CCC(O)(c2cccc(F)c2)CC1)NCCc1c[nH]c2ccccc12
 : 6.5%, ·, -1.1%, ·, -4.9%, -19.7%, ·
> COc1cccc([C@@H]2Oc3ccc(OC)cc3C(=O)[C@H]2OC(=O)N[C@H](C)C2CCCCC2)c1
 : -18.5%, -1.6%&-0.6%, 13.6%&0.0%, 1.6%, 17.1%&-0.8%, -21.3%, 32.8%&13.2%[activator]
> COCCCNc1nnc(Cc2ccccc2)c2ccccc12
 : ?, 7.6%, -2.1%, ·, -4.5%, -9.1%, -3.7%
> O=C(/C=C/c1ccc(Cl)cc1)NC(=S)Nc1ccccc1C(=O)O
 : 5.7%, ·, 11.0%, ·, 5.2%, -1.2%, ·
> COC(=O)CN1C(=S)N(Cc2ccccc2)C(=O)C1CC(=O)Nc1ccc(OC)cc1 (centres undefined)
 : ?, 2.0%, -1.6%, ?, 6.1%, 17.4%, 17.3%
> O=C(CSc1nc2ccccc2c(=O)n1-c1ccc(SC(F)F)cc1)Nc1ccc(N2CCOCC2)cc1
 : -1.3%, 1.2%, -3.0%[10.1 µM], ·, -11.0%, -16.9%, -1.4%
> Cc1ccc(/C=N/Nc2ncc(Cl)cc2Cl)s1
 : -6.8%, -3.6%, -1.6%, ?, 7.1%, -7.0%[46.1 µM], -4.5%[38.3 µM]
> COc1cccc2cc(C(=O)N3CCN(c4ncccn4)CC3)c(=O)oc12
 : 2.1%, 0.6%, 0.1%, -10.5%, -2.5%, ?, 1.9%
> CC1(C)CC(=O)C2=C(C1)OC(N)=C(C#N)C2CCc1ccccc1 (centres undefined)
 : -1.3%, 1.1%, -1.0%, -2.4%, 1.0%, 0.1%[46.1 µM], 5.0%
> CN(C)S(=O)(=O)c1ccc(NC(=O)CSc2ncnc3ccccc23)cc1
 : -1.3%, 1.7%, 1.0%, ?, 3.7%, -6.6%[46.1 µM], -2.1%
> CCOc1ccc(NC(=O)C(c2ccccn2)N(C(=O)CCl)c2ccc(F)cc2)cc1 (centres undefined)
 : -22.4%, -1.6%, 0.0%, 4.7%, 1.7%, 3.3%[46.1 µM], 3.1%
> O=C(Nc1ccc(S(=O)(=O)Nc2ncccn2)cc1)c1cccnc1
 : 2.5%, -0.3%, -1.8%, 8.9%, 7.8%, 16.5%, 2.2%
> Cc1cc(C)nc(SCC(=O)Nc2ccc(S(=O)(=O)N3CCCCC3)cc2)n1
 : -2.1%, 18.8%, 0.0%, ?, 3.1%, -15.3%[46.1 µM], 28.0%[38.3 µM]
> CCOC(=O)C1C(c2ccc(O)c(OC)c2)NC(=S)NC1(O)C(F)(F)F (centres undefined)
 : 5.9%, -0.8%, -1.8%, -1.1%, 1.8%, 12.5%, 0.5%
> Cc1ccc(CCNC(=O)C2CCCN(S(=O)(=O)c3c(C)noc3/C=C/N(C)C)C2)cc1 (centres undefined)
 : -3.7%, -0.5%, 0.0%, -4.9%, 3.5%, -19.7%[46.1 µM], 6.7%[38.3 µM]
> O=C(NCCCCCCOC1=NS(=O)(=O)c2ccccc21)C(=O)Nc1ccccc1
 : 7.0%, -0.6%, -1.3%, 1.1%[9.22 µM], -9.3%, -1.1%, 13.6%
> CC1CC(C)CN(C(=O)Cn2cc(C=O)c3ccccc32)C1 (centres undefined)
 : 5.2%, 0.1%, 4.3%, 7.7%[46 µM], -2.4%, -2.7%, -1.6%
> COCc1cc(C)nc(SCC[N+](C)(C)CC(=O)Nc2cccc(C(F)(F)F)c2)c1C#N
 : 24.5%, -0.2%, -2.2%, ·, -6.2%, -59.5%, 36.4%[activator]
> COc1ccc(O)c(C(=O)c2cc(SCC(=O)O)c3nc4sc5c(c4c(=O)n3c2)CCCC5)c1
 : -2.5%, ·, -0.1%, ·, -4.3%, -28.2%, ·
> CCOc1ccccc1Nc1cc(C)nc2nnnn12
 : -0.9%, -0.3%, -1.1%, ·, -1.8%, 6.6%, -9.1%
> COc1cc(/C=C/C(=O)N2CCCC2)cc(OC)c1OC
 : 1.6%, -0.5%, -0.9%, -16.8%, 8.8%, 24.5%, 7.3%
> CCN(CC)C(=O)/C(=C\c1ccc2c(c1)OCO2)NC(=O)c1ccc(Br)cc1
 : -0.6%, ·, 1.0%, -6.0%, -1.5%, -14.9%[46.1 µM], ·
> CC(C)c1nccn1S(=O)(=O)c1cc([N+](=O)[O-])ccc1Cl
 : -3.0%, -1.7%, -0.9%, 3.0%, -1.7%, 34.5%, 1.1%

The closing six records of the part above lead into the next:
Second line of a record – CBFb-RUNX1 inh, Luc counter, Epigenetic derep, Lamin A splicing, aGal spleen mod, NPSR antagonist, IMPase Li inh
> COCc1cc(C)nc(SCC[N+](C)(C)CC(=O)Nc2cccc(C(F)(F)F)c2)c1C#N
 : 24.5%, -0.2%, -2.2%, ·, -6.2%, -59.5%, 36.4%[activator]
> COc1ccc(O)c(C(=O)c2cc(SCC(=O)O)c3nc4sc5c(c4c(=O)n3c2)CCCC5)c1
 : -2.5%, ·, -0.1%, ·, -4.3%, -28.2%, ·
> CCOc1ccccc1Nc1cc(C)nc2nnnn12
 : -0.9%, -0.3%, -1.1%, ·, -1.8%, 6.6%, -9.1%
> COc1cc(/C=C/C(=O)N2CCCC2)cc(OC)c1OC
 : 1.6%, -0.5%, -0.9%, -16.8%, 8.8%, 24.5%, 7.3%
> CCN(CC)C(=O)/C(=C\c1ccc2c(c1)OCO2)NC(=O)c1ccc(Br)cc1
 : -0.6%, ·, 1.0%, -6.0%, -1.5%, -14.9%[46.1 µM], ·
> CC(C)c1nccn1S(=O)(=O)c1cc([N+](=O)[O-])ccc1Cl
 : -3.0%, -1.7%, -0.9%, 3.0%, -1.7%, 34.5%, 1.1%
> CS(=O)(=O)N1CCN(c2ccc([N+](=O)[O-])cc2C(F)(F)F)CC1
 : 7.1%, ·, 5.1%, ·, 0.8%, 16.0%, ·
> CC(=O)Oc1ccc(NC(=O)CCC2CCCCC2)c(C(=O)O)c1
 : -1.6%, 4.1%, -1.0%, -0.1%, 5.7%, -12.4%, 6.8%
> CCOC(=O)c1cnn(CC2CCCCC2)c1N
 : -8.3%, -4.5%, -1.8%, ?, 4.5%, -5.7%[46.1 µM], -1.6%[38.3 µM]
> CC1(C)Cc2nc(NC3CCCCC3)c(C#N)cc2CO1
 : 3.9%, 0.1%, -1.1%, ·, 0.0%, -30.2%, 5.6%
> Nc1nc(SCC(=O)NCCOCCO)nc2sc3c(c12)CCCC3
 : 5.3%, -1.6%, -1.2%, ·, -26.1%, -12.2%, 2.2%
> CC(C)(C)OC(=O)NCCCCC1=CC2=CC(=O)C(C)(OC(=O)CCc3ccccc3)C(=O)C2=CO1 (centres undefined)
 : 7.3%, -0.3%, -0.3%, ·, -0.3%, ·, 14.9%
> COc1ccc(S(=O)(=O)n2nc(OCc3cccs3)cc2N)cc1
 : 7.4%, ·, -0.5%, ·, 2.5%, -0.9%, -11.4%
> CN(C)S(=O)(=O)N1CCN(C(=O)c2cccc(Br)c2)CC1
 : -5.8%, 8.0%, -1.8%, -4.4%, -0.6%, -5.0%[46.1 µM], 10.7%[38.3 µM]
> CC(=O)C1=C(C)OC2(O)c3ccccc3C(=O)C12O (centres undefined)
 : 3.8%, ·, 1.6%, ·, -2.6%, -33.4%, ·
> NS(=O)(=O)c1ccc(NC(=O)COC(=O)/C(=C/c2cccs2)c2cccs2)cc1
 : -5.5%, -2.6%, 2.4%, ·, -2.5%, -23.5%, 18.7%
> COC(=O)[C@@H]1C[C@@]2(O)[C@@H](O)[C@@H](O)[C@@H](O)C[C@H]2N1Cc1cc(F)ccc1F
 : -3.9%, -7.1%, 5.1%, ·, -28.5%, ·, -5.2%
> Fc1ccc(CSc2ccc(-c3ccc4c(c3)OCO4)nn2)cc1
 : 5.6%, 1.3%, 4.2%, -1.2%, -0.9%, -4.0%, -26.3%
> COc1ccc(C(NC(C)=O)c2cc(Cl)c3cccnc3c2O)cc1OC (centres undefined)
 : 7.1%, 4.3%, -1.5%, ·, 0.9%, -17.0%, 6.2%
> NS(=O)(=O)c1ccc2nc(NC(=O)c3ccc(Br)o3)sc2c1
 : ?, -3.7%, 0.0%, -3.0%[46 µM], -3.3%, -26.0%, -13.9%
